# Compound activity deposited in PubChem BioAssay by several laboratories.
# Rad51 HR inh: Rad51 (human) homologous recombination inhibition; hRad51 DNA strand exchange, fluorescence dequenching; 200,000 compounds, 0.085% hits; inhibition, % at 10 µM;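 active = inhibition above 40% at the single screening dose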;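 also: 0% = DMSO control wells and 100% = blanks with heterologous ssDNA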
#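 Material: hRad51 filaments on single-stranded DNA; Reagent: Donor/quencher-labelled 47-bp dsDNA substrate; Compound: 10 µM final, single point; Schedule: 37 °C 15-min filament assembly, 30-min compound preincubation, 15-min exchange; Technique: FRET fluorescence, excitation 485 nm, emission 520 nm; Benchmarks: control wells and blank wells on each plate.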
# FXIa inh 1536: blocks human coagulation factor XIa protease activity | P03951 | purified FXIa, Boc-Glu-Ala-Arg-AMC fluorogenic substrate | inhibition, % at 5 µM | 220,000 compounds, 0.14% hits | AID 798;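 active = inhibition of at least 40%; inactive = inhibition below 40%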;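 also: fluorescence of freed AMC excited at 355 nm; 0% = enzyme without compound and 100% = no enzyme blank; many of its hits are not listed in these tables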
# KCC2 mod: modulates chloride dependent transport by human KCC2 | Q9H2X9 | KCC2 cells, thallium flux FluoZin-2 fluorescence | B-score of Tl+ flux slope (higher = more flux/activation; lower = inhibition) at 10 µM | 190,000 compounds, 2.2% hits;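 active = thallium flux slope and its plate-corrected score both differing from the plate sample mean at a set confidence after two filtering rounds, in either direction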;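 also: slope of fluorescence scaled to starting intensity during 10 to 20 s after thallium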
# Target sequence (Q9H2X9 whole entry, looked up): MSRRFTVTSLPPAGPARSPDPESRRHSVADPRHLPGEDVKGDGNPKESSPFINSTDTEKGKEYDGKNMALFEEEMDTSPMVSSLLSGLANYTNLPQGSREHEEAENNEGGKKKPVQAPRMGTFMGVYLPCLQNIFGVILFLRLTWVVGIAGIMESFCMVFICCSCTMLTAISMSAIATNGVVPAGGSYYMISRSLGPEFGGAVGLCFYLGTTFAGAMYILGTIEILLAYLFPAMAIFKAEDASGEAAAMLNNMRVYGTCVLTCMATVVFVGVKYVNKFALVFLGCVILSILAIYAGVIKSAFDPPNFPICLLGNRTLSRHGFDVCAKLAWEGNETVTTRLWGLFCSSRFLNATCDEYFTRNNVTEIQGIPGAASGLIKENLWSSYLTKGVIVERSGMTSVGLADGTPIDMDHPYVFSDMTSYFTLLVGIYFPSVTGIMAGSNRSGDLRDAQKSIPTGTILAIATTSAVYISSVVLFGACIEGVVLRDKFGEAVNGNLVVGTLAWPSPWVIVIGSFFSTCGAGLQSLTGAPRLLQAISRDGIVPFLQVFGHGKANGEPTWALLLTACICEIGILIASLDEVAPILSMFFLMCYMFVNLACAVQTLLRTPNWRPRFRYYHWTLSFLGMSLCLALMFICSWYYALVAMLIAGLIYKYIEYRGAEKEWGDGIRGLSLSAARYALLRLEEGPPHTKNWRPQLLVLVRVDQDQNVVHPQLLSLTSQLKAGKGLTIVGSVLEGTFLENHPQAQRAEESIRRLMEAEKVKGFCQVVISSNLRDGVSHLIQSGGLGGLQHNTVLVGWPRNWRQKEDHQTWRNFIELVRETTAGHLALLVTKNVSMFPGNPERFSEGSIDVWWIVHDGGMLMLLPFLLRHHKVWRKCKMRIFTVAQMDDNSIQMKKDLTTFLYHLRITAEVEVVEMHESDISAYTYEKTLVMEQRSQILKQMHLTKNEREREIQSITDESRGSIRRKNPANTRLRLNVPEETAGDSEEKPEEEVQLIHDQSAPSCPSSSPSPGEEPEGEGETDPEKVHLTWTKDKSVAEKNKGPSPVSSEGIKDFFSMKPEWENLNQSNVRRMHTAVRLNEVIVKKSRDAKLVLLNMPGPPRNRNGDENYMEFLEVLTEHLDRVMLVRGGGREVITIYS
# hK5 inh: kallikrein 5 (human) inhibition. recombinant hK5, fluorogenic AMC substrate cleavage. 210,000 compounds, 0.59% hits. Q9Y337. AID 873. inhibition, % at 5 µM;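 active = inhibition of 40% or more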;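 also: 0% = enzyme controls without compound and 100% = no-enzyme blanks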
# Hck Nef HTS: blocks Nef-activated human Hck kinase. Recombinant Hck-YEEI plus Nef, Z-Lyte FRET kinase assay. AID 463187. P08631. 220,000 compounds, 0.68% hits. inhibition, % at 20 µM;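 active = Hck-Nef kinase inhibition above about 50%, limit read from the data; inactive = inhibition below that limit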;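 also: 0% = DMSO with Hck plus Nef and 100% = Hck alone without Nef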
# L929 necroptosis: blocks zVAD induced death of L929 cells. L929 zVAD necroptosis rescue, ATP luminescence, 24 h; with zVAD 60 µM. viability rescue, % at 10 µM. 220,000 compounds, 0.38% hits. AID 1377;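 active = activation, scaled between plate controls, above about 75%, limit read from the data; inactive = activation under that limit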;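 also: 0% = zVAD with DMSO and 100% = DMSO alone without zVAD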
# FXIIa inh: inhibitors of human coagulation factor XIIa | inhibition, % at 5 µM | P00748 | purified FXIIa, Boc-QGR-AMC fluorogenic substrate, 2 h | 220,000 compounds, 0.3% hits; in the data active = inhibition above about 40%;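 also: 0% = enzyme with no compound and 100% = blank without enzyme; many of its hits are not listed in these tables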
# TNF necrop inh: inhibitors of TNF-alpha induced necroptosis in Jurkat FADD-/- cells | 220,000 compounds, 0.068% hits | AID 463075 | Jurkat FADD-/- TNF necroptosis rescue, ATP luminescence, 24 h; 0 = TNF only, 100 = no-TNF cells | activation (protection from cell death), % at 10 µM;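 active = activation, meaning protection from cell death, of at least 50% relative to plate controls; inactive = activation below 50%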;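 also: necroptosis triggered by 40 ng/mL TNF-alpha added together with compound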
# thrombin 1536: thrombin (human) inhibition; P00734; alpha-thrombin, Boc-VPR-AMC fluorogenic substrate cleavage; inhibition, % at 5 µM; 220,000 compounds, 0.26% hits; AID 1046;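 active = inhibition at or above 40%; inactive = inhibition below 40%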;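 also: 0% = enzyme with no compound and 100% = wells without enzyme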
#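 Material: human alpha-thrombin protein; Also added: Boc-VPR-AMC substrate, 15 µM final; Timing: enzyme reaction carried out at room temperature; Signal: fluorescence, ex 355 nm, em 460 nm; Measure: % inhibition of thrombin; Controls: enzyme without compound as high, wells lacking enzyme as low.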
# Active calls of the source: *; x = no result given. The list is partial; the hit share may differ from the screen's.
# Start of the data: the first 14 entries, to show the layout:
SMILES,Rad51 HR inh,FXIa inh 1536,KCC2 mod,hK5 inh,Hck Nef HTS,L929 necroptosis,FXIIa inh,TNF necrop inh,thrombin 1536
O=c1c(=O)n(O)c2ccccc2n1O,5,4,0.67,2,0,-0.5,14,-2.4,2
O=S(=O)(Nc1cc(Sc2ncn[nH]2)c(O)c2ccccc12)c1ccccc1,1,3,-1.3,-29,-7,1.5,-3,-24,-11
COC(=O)c1ccc(NC(=O)c2ccc(C)cc2)o1,-4,1,-3.4,-22,1,0.5,11,-3.1,-1
CCOc1cc(S(=O)(=O)Nc2ccccn2)ccc1F,-6,0,-0.16,12,-12,-0.4,11,-0.1,-1
Cc1c(NC(=O)c2ccc3c(c2)OCO3)cccc1-c1nc2ccccc2o1,-1,-6,x,-18,0,0.4,10,-5.1,-5
O=C(Cn1nc(-c2ccccc2)ccc1=O)N1CCOCC1,3,x,-0.063,x,5,-0.1,x,0.0,x
CC1CCC2(CC1)NC(=O)N(CC(=O)Nc1ccc(N3CCOCC3)cc1)C2=O (stereo not drawn),8,5,-0.053,-4,3,0.6,12,2.1,-6
O=C(NNc1ccc(Cl)nn1)c1ccc(Cl)cc1,22,-5,0.21,-9,-2,0.1,2,-1.1,-5
CCOC(=O)NC(=O)/C(C#N)=C(/C)N(C)C,19,-6,-0.13,-11,21,0.6,0,-0.1,-4
COC(=O)c1c(C)noc1-c1snnc1C,4,-4,0.12,-4,4,0.5,4,-0.2,3
COc1ccc(S(=O)(=O)NC(CC(=O)NCc2ccccc2OC)c2ccco2)cc1 (stereo not drawn),16,5,-1.3,2,1,0.2,-2,0.7,1
CCOc1ncccc1C(=O)OCC(=O)N1CCc2ccccc21,9,-3,-1.6,-1,4,2.7,x,0.6,-4
Cc1ccc2[nH]c(O)c(N=O)c2c1,3,6,x,14,-6,-0.5,14,-3.8,10
N#CC1(C#N)C(C(=O)C23CC4CC(CC(C4)C2)C3)C12CCOCC2 (stereo not drawn),x,3,x,-2,-7,1.4,7,1.5,-1

# Main list (from the top)
SMILES,Rad51 HR inh,FXIa inh 1536,KCC2 mod,hK5 inh,Hck Nef HTS,L929 necroptosis,FXIIa inh,TNF necrop inh,thrombin 1536
O=c1c(=O)n(O)c2ccccc2n1O,5,4,0.67,2,0,-0.5,14,-2.4,2
O=S(=O)(Nc1cc(Sc2ncn[nH]2)c(O)c2ccccc12)c1ccccc1,1,3,-1.3,-29,-7,1.5,-3,-24,-11
COC(=O)c1ccc(NC(=O)c2ccc(C)cc2)o1,-4,1,-3.4,-22,1,0.5,11,-3.1,-1
CCOc1cc(S(=O)(=O)Nc2ccccn2)ccc1F,-6,0,-0.16,12,-12,-0.4,11,-0.1,-1
Cc1c(NC(=O)c2ccc3c(c2)OCO3)cccc1-c1nc2ccccc2o1,-1,-6,x,-18,0,0.4,10,-5.1,-5
O=C(Cn1nc(-c2ccccc2)ccc1=O)N1CCOCC1,3,x,-0.063,x,5,-0.1,x,0.0,x
CC1CCC2(CC1)NC(=O)N(CC(=O)Nc1ccc(N3CCOCC3)cc1)C2=O (stereo not drawn),8,5,-0.053,-4,3,0.6,12,2.1,-6
O=C(NNc1ccc(Cl)nn1)c1ccc(Cl)cc1,22,-5,0.21,-9,-2,0.1,2,-1.1,-5
CCOC(=O)NC(=O)/C(C#N)=C(/C)N(C)C,19,-6,-0.13,-11,21,0.6,0,-0.1,-4
COC(=O)c1c(C)noc1-c1snnc1C,4,-4,0.12,-4,4,0.5,4,-0.2,3
COc1ccc(S(=O)(=O)NC(CC(=O)NCc2ccccc2OC)c2ccco2)cc1 (stereo not drawn),16,5,-1.3,2,1,0.2,-2,0.7,1
CCOc1ncccc1C(=O)OCC(=O)N1CCc2ccccc21,9,-3,-1.6,-1,4,2.7,x,0.6,-4
Cc1ccc2[nH]c(O)c(N=O)c2c1,3,6,x,14,-6,-0.5,14,-3.8,10
N#CC1(C#N)C(C(=O)C23CC4CC(CC(C4)C2)C3)C12CCOCC2 (stereo not drawn),x,3,x,-2,-7,1.4,7,1.5,-1
CCC(C)NC(=O)COc1ccc(Br)c(C)c1 (stereo not drawn),2,6,0.7,-18,1,-0.1,7,0.7,-6
COC(=O)c1ccc(C(=O)OC)c(NC(=S)N2CC(C)CC(C)C2)c1 (stereo not drawn),-18,21,-0.2,-10,8,-0.3,11,-0.1,0
COc1ccc(C(CNC(=O)CN2C(=O)NC3(CC(C)CC(C)(C)C3)C2=O)N2CCOCC2)cc1 (stereo not drawn),-5,-10,0.0048,-34,0,-0.1,0,1.0,-11
c1ccc(Cn2ncc3c(Nc4ccccc4)ncnc32)cc1,-6,4,-1.7,3,23,0.4,14,0.6,4
CC1CN(CC(=O)Nc2cc(S(=O)(=O)N3CCCC3)ccc2Cl)CC(C)O1 (stereo not drawn),-1,2,0.41,3,-19,0.9,10,1.1,0
O=C(NCc1cccnc1)C1c2ccccc2C(=O)N1Cc1ccco1 (stereo not drawn),2,17,-0.011,-12,0,0.7,17,-2.0,-3
COC(=O)c1cc(S(=O)(=O)Nc2cccc(S(N)(=O)=O)c2)oc1C,12,-4,x,-4,7,0.0,1,3.4,-6
COc1ccc(O)c(-c2cc(-c3ccccc3[N+](=O)[O-])[nH]n2)c1,x,-4,0.07,-7,8,4.0,3,1.9,20
N#Cc1ccc(COC(=O)C2CCC(=O)N2)cc1 (stereo not drawn),-1,-14,0.59,11,8,0.0,2,0.9,-6
N#Cc1cnn(Cc2ccccc2)c1N,x,-17,0.27,-23,5,0.6,0,8.9,9
CN(CCCNC(=O)C1CCC(=O)N1Cc1ccc(F)cc1)c1ccccc1 (stereo not drawn),5,4,x,-23,-1,0.8,10,-0.8,-4
# Additional records follow:
SMILES,Rad51 HR inh,FXIa inh 1536,KCC2 mod,hK5 inh,Hck Nef HTS,L929 necroptosis,FXIIa inh,TNF necrop inh,thrombin 1536
O=C(CSc1ncn[nH]1)Nc1nsc(-c2ccccc2)n1,x,10,-0.0078,0,4,-0.2,13,2.6,0
O=C(O)Cn1nnnc1SCC(=O)Nc1ccccc1F,-9,-4,-0.19,-14,18,2.0,8,0.1,-2
O=C1C(=O)N(CC2CCCO2)C(c2ccco2)/C1=C(/O)c1ccc(F)cc1 (stereo not drawn),8,-2,-1.8,-25,-13,2.2,16,0.9,4
O=C(NNC(=S)Nc1ccccc1)c1ccco1,-3,4,1.6,-82,2,0.0,13,-3.5,-3
Cc1cccc(C2(c3cccc(C)c3)CC2C(=O)Nc2ccc([N+](=O)[O-])cc2O)c1 (stereo not drawn),x,13,-0.65,0,3,2.2,14,0.5,3
CCCn1c(CCC(=O)O)ccc1-c1ccc(OC)cc1,-8,-6,0.44,-37,11,0.0,1,-0.3,-7
CCOCCCNS(=O)(=O)c1ccc(-n2cnnn2)c(OC)c1,-6,8,x,-6,-2,0.1,14,0.0,4
CCN1CCN(c2cc(C)c3cc(NC(=O)c4ccncc4)ccc3n2)CC1,0,7,0.88,-10,2,0.6,19,1.4,-3
NS(=O)(=O)c1ccc(NC(=O)CSc2nc3ccccc3n2-c2ccccc2)cc1,-4,3,0.97,0,0,0.7,6,-1.6,-5
Cc1nc2ccccn2c1C(=O)N/N=C/c1cc(C)n(-c2ccc(Br)cc2)c1C,4,9,-0.08,-6,7,0.0,15,-4.8,1
COc1cccc(C(=O)N(c2ccccc2)C2C=CS(=O)(=O)C2)c1 (stereo not drawn),-6,-2,-0.16,-5,16,0.6,-4,1.3,-7
CC(C)=CCC/C(C)=C/C(N)=O,-4,4,-0.52,-7,15,1.0,6,0.4,-8
O=c1cc(C(F)(F)F)[nH]c2c(OC(F)(F)F)cccc12,13,0,x,-4,8,2.1,3,3.9,-3
CCOC(=O)c1cc2sc(C)cc2n1CC(=O)NCc1ccc(F)cc1,-2,-4,x,3,1,0.3,-1,-1.1,1
COc1ccc(NC(=O)c2cc3c(=O)n(C)c4ccccc4c3n2C)cc1OC,5,11,x,-5,1,7.1,18,-5.1,0
O=C(Nc1ccc2c(c1)OCO2)c1c(F)cccc1F,-1,-8,-0.43,-7,1,-0.3,6,-2.5,-7
Cc1ccc(C(=O)N(CC(=O)NC2CCCCC2)c2ccccc2C)s1,-6,9,x,1,0,-0.3,2,-4.5,2
O=C(CSc1nnc(-c2cccs2)o1)NCc1ccco1,-3,7,0.73,3,13,0.4,12,0.0,x
CCCCC(=O)Nc1cc(OC)c(NC(=S)NC)cc1OC,10,18,-0.94,-14,11,2.6,1,-0.2,2
Cc1csc(NC(=O)/C=C/c2ccc(C)o2)n1,-18,7,0.034,-9,2,1.8,-1,-1.3,2
Cn1c(N2CCCCC2)nc2c1c(=O)n(Cc1cccc(Br)c1)c(=O)n2C,-5,0,x,4,0,1.6,8,1.3,7
CCOc1ccc(Cl)cc1CNCCNCC(C)O (stereo not drawn),7,20,x,0,1,0.0,18,-1.1,1
Cc1nc2ccccc2c(=O)n1/N=C/c1cn[nH]c1-c1ccccc1,15,-4,0.14,0,13,1.0,-1,-4.4,-5
O=[n+]1cc(-c2ccc(F)cc2)n([O-])c2c1CCC2,x,4,-0.31,-12,10,0.3,7,-0.3,-10
CCCCn1c(=O)[nH]c(=O)c2c1nc(-c1ccccc1F)n2Cc1ccccc1OC,23,-2,-2,1,27,0.4,7,0.8,1
# (further entries)
SMILES,Rad51 HR inh,FXIa inh 1536,KCC2 mod,hK5 inh,Hck Nef HTS,L929 necroptosis,FXIIa inh,TNF necrop inh,thrombin 1536
O=C(O)Cc1csc(-c2cccc(F)c2)n1,-12,-5,1.4,2,14,2.8,4,1.2,-8
Cn1cnc2c1c(=O)[nH]c(=O)n2C,x,3,-0.36,1,26,-0.1,8,0.7,2
N#C/C(=C\c1coc2ccccc2c1=O)C(N)=S,13,-3,0.37,-5,21,0.8,8,0.8,-6
COc1ccc(C(=O)NCCSc2ccccn2)cc1,-6,2,0.18,0,-15,2.3,16,0.4,-3
CC(=O)/C(=N/Nc1cccc(Cl)c1)Sc1nnc(C(O)c2ccccc2)n1-c1ccccc1 (stereo not drawn),-5,21,-0.15,-6,1,0.1,18,0.9,-3
Cc1cccc(-n2cc(CNCCN3CCOC3=O)c(-c3cccc(F)c3)n2)c1,x,3,x,16,4,0.5,4,2.7,1
CCOc1cc(NC(=O)c2cnccn2)c(OCC)cc1NC(=O)c1ccc(C)cc1,x,x,0.97,x,-5,0.1,x,-0.9,x
